Cneo AK release = Cryptococcus neoformans lysis via adenylate kinase release. C. neoformans lysis, adenylate kinase release luminescence, 4 h; normalised: neutral wells 0, clomiphene wells 100. lysis activity, % at 15 µM. 360,000 tested, 0.2% active. AID 651654;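 active = mean lysis activity across replicates of at least 80%, whatever share of replicates individually reach that level; inactive = mean lysis activity below 80%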
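read-out = cell lysis signal | test system = log-phase Cryptococcus neoformans yeast cells | input = cells at 5 × 10^6 per mL | medium = fresh YPD growth medium | signal = luminescent adenylate kinase detection reagent | timing = 4 h at 37 °C static, read 1 h later | dosing = single dose | controls = Clomiphene as positive lysis control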
Statin myotox sup = protects C2C12 myotubes from simvastatin toxicity; AID 602340; ATP luminescence, 48 h; scaled: DMSO 0, geranylgeraniol control 100; rescue of ATP level, % at 7.49 µM; 330,000 tested, 0.78% active;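 active = mean ATP rescue above about 67%, or every replicate alone reaching that limit, limit read from the data, passing the limit was not always enough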;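 also: myotubes were challenged with 10 µM simvastatin during compound exposure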
Active calls of the source: *. Only part of the results is shown (hit frequency here may not be typical).

Start of the data: the first 2 entries, to show the layout:
SMILES	Cneo AK release	Statin myotox sup
Cc1c(Cl)cccc1N1CC(C(=O)Nc2nccs2)CC1=O (centres undefined)	3	-10
C=CCn1c(COc2ccc(Cl)cc2)nnc1SCC(=O)N1CC(=O)Nc2ccccc21	-2	1

Results, from the start:
SMILES	Cneo AK release	Statin myotox sup
Cc1c(Cl)cccc1N1CC(C(=O)Nc2nccs2)CC1=O (centres undefined)	3	-10
C=CCn1c(COc2ccc(Cl)cc2)nnc1SCC(=O)N1CC(=O)Nc2ccccc21	-2	1
O=c1oc2c(CN3CCOCC3)c(O)ccc2c2c1CCC2	-2	3
Cc1cc(=O)oc(C)c1C(=O)Nc1cnc2ccccc2c1	-2	-4
Cc1ccc(COc2coc(CO)cc2=O)cc1	2	-13
CCC[C@@H](CN1CCC[C@H]1CN1C(N)=NC[C@@H]1Cc1ccccc1)N1C[C@@H](Cc2ccccc2)N(CCCC2CCCC2)C1=N	5	-108
COC(=O)c1ccc(C(=O)OC)c(NC(=O)COc2ccccc2OC)c1	1	-10
COc1ccc(-c2cc3ccccc3oc2=O)cc1NC(=O)c1ccc(Br)o1	2	-11
COc1ccc(-n2nnnc2-c2cccc(OC)c2)cc1	-15	-65
COc1ccc(CNS(=O)(=O)c2cc(OCC(N)=O)c(C)cc2Cl)cc1	6	1
CCn1ncc(C(=O)Nc2ccc(S(=O)(=O)N3CCCC3)cc2)c1C	-2	-1
CCOc1ccc2cc(C#N)c(SCC(=O)OC)nc2c1	2	12
COCCCn1c(SCC(=O)OC2CCCCC2)nnc1-c1cccs1	-1	9
CC(=O)Nc1ccc(/C=C/c2noc(-c3ccccc3O)n2)cc1	-1	-11
c1cc2nnnn2nc1N1CCCCCC1	1	-5
CCCn1c(=N)n(CC(=O)O)c2ccccc21	0	-5
CCN(c1ccccc1)S(=O)(=O)c1ccc(NC(=O)c2nc(S(C)(=O)=O)ncc2Cl)cc1	3	-526
COc1ccc(OC)c(N2C(=O)CC(C(C)c3ccccc3)C2=O)c1 (centres undefined)	1	-5
CCn1c(N)c(C(N)=O)sc1=S	2	8
O=C(CN(c1ccc(F)cc1)S(=O)(=O)c1ccc2c(c1)OCCO2)Nc1ccccc1	-2	15
C=CCn1c(SCc2nc3c(c(=O)[nH]c(=O)n3CCCC)n2CCC)nnc1-c1ccccc1	-2	18
O=C(c1ccccn1)N1CCN(C(=O)c2ccccn2)CC1	-2	-7
N#Cc1nc(-c2cccs2)oc1NCc1ccco1	-2	-1
Cc1c(Cc2c(Cl)cccc2Cl)c(=O)ccn1C(C)c1ccccc1 (centres undefined)	3	2
O=C1C(=O)N(CCCn2ccnc2)C(c2cccnc2)/C1=C(/O)c1ccc(F)cc1 (centres undefined)	-2	5
CC1C[C@@]2(NC(=O)NC2=O)C(C)CN1C (some centres undefined)	-2	-7
CC1CCC(NC(=O)Cn2c(=O)[nH]c3ccsc3c2=O)CC1 (centres undefined)	12	-4
O=C(O)CSCC(=O)N1CCN(Cc2ccc3c(c2)OCO3)CC1	0	-18
C#Cc1ccc([C@@H]2C=C(C(=O)N3CCN(Cc4ccccc4)CC3)O[C@H](OCCCCO)C2)cc1	0	-162
COc1cccc(CN2CCN(Cc3cc(OC)c(OC)cc3[N+](=O)[O-])CC2)c1	-1	0
COC(=O)Cn1cnc(=O)c(C#N)c1/C=C/N(C)C	5	1
Cc1cccc(-n2c(=O)[nH]c3c(C(N)=O)nc(CC(C)C)nc32)c1	2	-4
O=S(=O)(c1ccc2c(c1)OCCO2)N1CCN(Cc2ccc3c(c2)OCO3)CC1	-1	10
Cc1ccc(S(=O)(=O)N2CCC(=O)N(C(COCc3cccc(C(F)(F)F)c3)C(C)C)CC2)cc1 (centres undefined)	-1	-18
O=C1[C@H]2CCC=C[C@H]2[C@H](c2cccc(Br)c2)N1Cc1ccccc1	4	37
O=C(CN(c1ccc(Cl)cc1)S(=O)(=O)c1ccccc1)N1CCN(c2ccccc2)CC1	-3	22
Cc1cccc(Nc2nc(N)nc(CN3CCN(Cc4ccc5c(c4)OCO5)CC3)n2)c1	-1	-2
CC(C)(CC(=O)O)CC(=O)N1CCN(c2nc3cc(Cl)ccc3s2)CC1	-2	12
CC(=O)N(Cc1cc(=O)[nH]c2ccccc12)c1ccc(C)cc1	4	27
CC(=O)Oc1ccc(C#C/C=C2\c3ccccc3C(=O)N2c2ccccc2)cc1	-2	5
O=C(Nc1ccccc1)N1CCN(c2nc3ccccc3s2)CC1	2	2
CC(=NCCCn1ccnc1)c1c(O)n(Cc2ccccc2)c(=O)[nH]c1=O	-1	-2
Cc1ccc(NS(=O)(=O)c2ccc(NC(=O)c3cccs3)cc2)cc1	2	1
CCOc1ccccc1OCC(=O)Nc1nnc(COC)s1	-2	-4
O=C1NCC(c2ccccc2)C1C(=O)N/N=C\c1ccc(-c2ccc(Cl)c(Cl)c2)o1 (centres undefined)	2	19
COc1cc(S(=O)(=O)N2CCOCC2)ccc1F	-6	0
CCOC(=O)COn1c(=O)c(C)[n+]([O-])c2ccccc21	-3	-1
CCCC(=O)Nc1nc2ccc3nc(C)sc3c2s1	0	3
O=C(COc1ccc(Cl)cc1)N(Cc1ccccc1)c1nc(-c2ccccc2)cs1	-2	-152
Nc1c(S(=O)(=O)c2cccs2)c2nc3ccccc3nc2n1Cc1ccccc1	-1	-2
CCCCc1cc(=O)oc2cc(OCC(=O)N(CC)CC)ccc12	1	-2
Clc1ccccc1Cn1nnc2c(NCC3CC3)ncnc21	-1	0
CCOC(=O)CN1C(=O)NC(C)(c2ccc(OC(F)F)cc2)C1=O (centres undefined)	6	-2
O=C1CC(=C(c2ccccc2)c2ccccc2)C(=O)N1CCCN1CCN(c2cccc(Cl)c2)CC1	4	4
CCCOc1ccc(/C=C/C(=O)Nc2ccc([N+](=O)[O-])cc2)cc1	7	-7
CC(C)Cc1nc(S(=O)(=O)c2ccc(Cl)cc2)c(N2CCOCC2)o1	0	29
CCCOc1ccc(C2C(C(=O)OC)=CN(CCOC)C=C2C(=O)OC)cc1	2	1
CC1(C)CC(NC(=O)c2ccccc2Cl)CC(C)(C)N1	6	-6
COc1ccc(C(=O)Nc2cc(Cl)cc(Cl)c2)c(OC)n1	-2	0
O=C(CSc1ncccn1)N1CCN(Cc2ccccc2)CC1	-4	15

Next structures follow.
SMILES	Cneo AK release	Statin myotox sup
CCc1nc2c(OCCC3CCCCC3)cccn2c1N(C)C(=O)C1CC1	2	-20
Cc1nn(-c2ccccc2)c2sc(C(=O)NNC(=O)COc3ccccc3)cc12	1	-2
CCS(=O)(=O)C1=NN2C(=N)/C(=C\c3ccc(OS(=O)(=O)c4ccccc4)cc3)C(=O)N=C2S1	-4	-12
CCN(CC)c1ccc(C(=O)c2ccccc2C(=O)O)c(O)c1	0	9
Cc1ccc(-c2csc(NC(=O)CN3CCOCC3)n2)cc1C	-1	0
O=C(NCC1COc2ccccc2O1)c1ccc(Cl)cc1 (centres undefined)	-3	1
CCOC(=O)CNC(=O)C(CO)NC(=O)OCc1ccccc1 (centres undefined)	3	0
Cc1nc(N2CCOCC2)c2cc(-c3ccccc3)sc2n1	2	-4
NC(=O)C1(N2CCCCC2)CCN(C(=O)CSc2nc3ccccc3[nH]2)CC1	3	0
C/C(O)=C\c1nc(=O)c2c(C)cc(C)nc2n1-c1ccccc1	0	1
CC1=C(C(=O)OCC2CCCO2)C(c2ccccc2Cl)NC(=O)N1 (centres undefined)	-2	-3
Cc1ccc(OCCn2c(CCNC(=O)C(C)C)nc3ccccc32)cc1	3	32
Cc1cc(C(F)(F)F)c2c(=O)[nH]c(=O)n(Cc3ccccc3)c2n1	-2	-10
COc1ccc(C2CC(c3cc(Br)ccc3F)n3nnnc3N2)cc1 (centres undefined)	2	21
CCn1c(COc2ccccc2C)nnc1SCC(=O)Nc1cc(C)on1	2	-6
CC(=O)c1nn(-c2cccc(Br)c2)cc1C(=O)c1ccc(C)cc1	-1	7
Cc1ccc2nc3c(nc2c1)-c1ccccc1C3=O	1	7
O=c1sc2ccccc2n1COc1ccc(Cl)cc1	-2	4
O=C(c1cccs1)N1CCN(S(=O)(=O)c2ccccc2)CC1	6	1
O=C(CSc1nnc(-c2ccccc2)c(-c2ccccc2)n1)N1CCOCC1	-2	-3
O=S(=O)(Nc1ccc2c(c1)OCO2)c1ccccc1	0	1
O=C(O)c1cc(=O)cc(C(=O)O)[nH]1	-2	11
Cc1cc(C)c(S(=O)(=O)N(CC(=O)O)CC(=O)O)c(C)c1	-2	-4
Cc1ccc(C)c(NC(=O)CSc2nnc(CCNC(=O)OC(C)(C)C)o2)c1	-1	9

Fetched by structure from the list above, four records:
SMILES	Cneo AK release	Statin myotox sup
Cc1cc(C)c(S(=O)(=O)N(CC(=O)O)CC(=O)O)c(C)c1	-2	-4
O=C(c1cccs1)N1CCN(S(=O)(=O)c2ccccc2)CC1	6	1
O=C(CSc1nnc(-c2ccccc2)c(-c2ccccc2)n1)N1CCOCC1	-2	-3
CCn1c(COc2ccccc2C)nnc1SCC(=O)Nc1cc(C)on1	2	-6

Additional structures.
SMILES	Cneo AK release	Statin myotox sup
CC(C)CC(=O)OCc1cn(-c2ccccc2)nn1	-1	4
Cc1ccc2c(c1)c1c(n2CC(O)Cn2nc(C)c(Br)c2C)C(=O)CCC1 (centres undefined)	1	8
CCC1(CC)NC(=O)NC1=O	1	-1
CCC(C)[C@H](NC(=O)NCc1cccc(OC)c1)C(=O)OC (some centres undefined)	0	4
COc1ccc(S(=O)(=O)NCc2ccccc2)cc1	0	2
CCOc1ccc(-c2nnc(NC3=NCCCCC3)o2)cc1	0	-4
O=C1CC(=C2c3ccccc3-c3ccccc32)C(=O)N1CCCCN1CCN(c2ccccc2)CC1	1	9
CC1Cc2ccccc2N1Cc1cccc([N+](=O)[O-])c1 (centres undefined)	-10	7
CCC(=O)Nc1cc(-c2nn(C)c(=O)c3ccccc23)ccc1OC	-2	24
CCC[C@@H](CN1CCC[C@H]1CN1C(N)=NC[C@@H]1Cc1ccccc1)N1C[C@@H]([C@H](C)CC)N(CCc2ccc(Cl)c(Cl)c2)C1=N	12	-16
CNC(=O)CSCc1c(F)cccc1Cl	2	-3
COc1cccc(N2CCN(c3ccc4nnc(CCC(=O)Nc5ccc(C)cn5)n4n3)CC2)c1	1	-15

5 structures already listed, arranged by length of the SMILES, smallest number first.
SMILES	Cneo AK release	Statin myotox sup
CCC1(CC)NC(=O)NC1=O	1	-1
CCC(C)[C@H](NC(=O)NCc1cccc(OC)c1)C(=O)OC (some centres undefined)	0	4
CCC(=O)Nc1cc(-c2nn(C)c(=O)c3ccccc23)ccc1OC	-2	24
O=C1CC(=C2c3ccccc3-c3ccccc32)C(=O)N1CCCCN1CCN(c2ccccc2)CC1	1	9
CCC[C@@H](CN1CCC[C@H]1CN1C(N)=NC[C@@H]1Cc1ccccc1)N1C[C@@H]([C@H](C)CC)N(CCc2ccc(Cl)c(Cl)c2)C1=N	12	-16

(list continues)
SMILES	Cneo AK release	Statin myotox sup
CC(C)(C)OC(=O)NNC1CC(=O)N(c2ccccc2F)C1=O (centres undefined)	15	-2
S=c1[nH]nc(COc2ccc(Cl)cc2)o1	-4	0
COc1cccc(CNC(=O)CCNS(=O)(=O)c2ccc3[nH]c(=O)oc3c2)c1	0	6
O=C1CC(NNC(=O)c2ccccc2)C(=O)N1 (centres undefined)	-1	-8
Nc1nc(CN2CCN(c3ccc(F)cc3)CC2)nc(N2CCCc3ccccc32)n1	4	-3
CNC(=O)CN(c1cccc2ccccc12)S(C)(=O)=O	6	-4
COc1ccc(C)cc1NCc1cccc(OC)c1OC	0	7
CC1CC(C(F)(F)F)n2ncnc2N1 (centres undefined)	0	0
CC(C)(C)c1ccc(CS(=O)(=O)CC2(O)CCN(C(=O)c3cccc(C(F)(F)F)c3)CC2)cc1	-6	-7
CCOc1ccc(S(=O)(=O)N2CCc3ccccc3C2)cc1	-1	-2
CCCS(=O)(=O)N1CCCC(C(=O)NC(C)c2ccc3c(c2)OCCO3)C1 (centres undefined)	5	3
COc1cc(NC(=O)NS(=O)(=O)c2ccc(C)cc2)cc(OC)c1	7	0
O=C(CCc1ccccc1)c1ccc2c(c1)OCCCO2	-3	2
O=C(C1CCCCC1)N1CCCC(c2nc3c(nnn3Cc3ccccc3)c(=O)[nH]2)C1 (centres undefined)	-1	38
CCOC(=O)C1=C(CC)Nc2ccccc2N=C1NC(=O)c1cc(S(=O)(=O)N(C)C)ccc1Cl	8	-1
c1ccc(OCCSc2nnnn2-c2ccccc2)cc1	-6	1
Cc1noc(C)c1CSc1nnc2scc(-c3ccccc3)n12	4	5
O=C(CSc1nc2ccccc2c(=O)n1Cc1ccco1)NCc1ccco1	2	-2
Cc1cc(F)ccc1NC(=O)C1CCN(C(=O)Nc2ccccc2)CC1	-1	-2
O=C(O)C1CCCN1c1ncccn1 (centres undefined)	5	7
Cn1c(=O)n(C)c2cc([N+](=O)[O-])c(N3CCN(S(=O)(=O)c4ccc5ccccc5c4)CC3)cc21	2	1
COc1ccc(CCn2c(C)cc(C(=O)COC(=O)c3ccc(NC(=O)CC#N)cc3)c2C)cc1	-1	10
COc1cccc(-c2nc(NC(C)C)c3ccccc3n2)c1O	0	1
COC(=O)CSc1nnc(-c2sc3ccccc3c2Cl)o1	-5	7
O=C(NCCCN1CCOCC1)c1csc2c1CCCC2	0	3
COc1cccc2cc(C(=O)Nc3cc(Cl)ccc3N3CCOCC3)c(=O)oc12	-1	-19
